ERK EGF block = blocks ERK signaling stimulated by EGF; HEK293-V1b, EGF-stimulated phospho-ERK AlphaScreen; Potency, µM (series often up to 11.5 µM), inactives show at the highest dose activity change, negative = inhibition, usual class: inhibitors; 130,000 compounds, 0.41% hits; active = well fitted inhibition curve with a large enough effect; inconclusive = small, poorly fitted or top-dose-only effect, or effect the other way;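 note: plate controls were stimulated vehicle wells for no effect and unstimulated vehicle basal for full effect; nearly all actives have a fitted effect of over 55% in size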
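HEK293 cells stably expressing V1b receptor, serum-reduced (1% FBS) overnight, got compound for 30 min at 37C, then 25 nM EGF for 5 min. Lysate phospho-ERK read by AlphaScreen SureFire; AC50 from Hill fits.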
Numbers without * were called inactive; ? = inconclusive; & = joins results of further samples; [ ] = remark or other dose. Potency is the fitted concentration of half-maximal effect.

ERK EGF block | compound
-2% | Cc1[nH]c2ccccc2c1/C=N/NC(=O)CCC(=O)NCc1ccccc1
-1% | COc1ccc(CCNC(=O)CSc2nnnn2C)cc1OC
-1% | CC(NC(=O)CSCc1ccccc1Br)c1ccccc1 (stereo not drawn)
20% | CCCN(CC(=O)Nc1cc(Cl)ccc1Cl)C(=O)/C=C/c1ccco1
8% | CN1CCN(c2ccccc2NC(=O)C(Cc2ccccc2)n2cccc2)CC1 (stereo not drawn)
2% | COc1ccc(N(CC(=O)Nc2ccc(S(=O)(=O)N3CCOCC3)cc2)S(=O)(=O)c2ccc(F)cc2)cc1
1% | CC(=O)C1=C(O)CC(c2ccccc2)CC1=NCCc1c(C)[nH]c2ccc(C)cc12 (stereo not drawn)
-4% | COc1ccc(C(=O)Nc2ccc(NC(=O)C(C)C)nc2)cc1
7%[57.5 µM] | COCC1CCCN(Cc2cn[nH]c2-c2cc3ccccc3o2)C1 (stereo not drawn)
-9% | COc1ccc(C=C(c2nc3ccccc3s2)c2nc3ccccc3s2)cc1O
-6%[57.5 µM] | Cc1ccc2oc(=O)c(/C=C(\O)c3cccs3)nc2c1
8% | CS/C(=N\S(=O)(=O)c1ccccc1)c1ccccc1
-2% | COC(=O)c1ccc(Cn2cc(C(F)(F)F)cc([N+](=O)[O-])c2=O)cc1
-3%[57.5 µM] | OC1(c2ccc(Cl)cc2)CCN(Cc2cn[nH]c2-c2ccc(F)cc2)CC1
-4% | CCOC(=O)COC(=O)c1ccc(Oc2cc(C)nc(SC)n2)cc1
5%[57.5 µM] | COc1ccc(N(C=O)C(=S)SC)cc1

Structural class: the entries above with a Cl atom.
ERK EGF block | compound
20% | CCCN(CC(=O)Nc1cc(Cl)ccc1Cl)C(=O)/C=C/c1ccco1
-3%[57.5 µM] | OC1(c2ccc(Cl)cc2)CCN(Cc2cn[nH]c2-c2ccc(F)cc2)CC1

(listing goes on)
ERK EGF block | compound
5% | CCC1CCCCN1c1nc2c(C=O)c(C)nn2c2ccccc12 (stereo not drawn)
13%[57.5 µM] | Nc1[nH]n(-c2ccccc2)c(=O)c1N=Nc1ccc2ncsc2c1
-6% | Cc1cc(C)n2ncc(C(=O)Nc3ccc(Cl)c(Cl)c3)c2n1
-11%[57.5 µM] | Cc1onc(-c2c(Cl)cccc2Cl)c1NC(=O)N(C)N
8% | O=C(c1ccc2c(=O)n(C3CCCC3)c(=S)[nH]c2c1)N1CCCCCC1
-2% | COc1ccc(OC)c(/C=N/NC(=O)CC(=O)NCc2ccccc2)c1
0% | CCOC(=O)C1(CC2CCCCO2)CCN(Cc2cc(F)ccc2-n2cccn2)CC1 (stereo not drawn)
-2% | CC(=O)NC(=S)NNC(=O)COc1ccc(Br)cc1
-8%[57.5 µM] | O=C(Nc1nc(-c2ccc(F)c(F)c2)cs1)c1cnccn1
-2% | O=C(CC1NCCNC1=O)Nc1ccc([N+](=O)[O-])cc1 (stereo not drawn)
-3%[57.5 µM] | COc1ccc(C(=O)C2CCCN(C(=O)c3cc(C(C)C)no3)C2)cc1F (stereo not drawn)
0% | COc1cccc(OC)c1C(=O)NC(=S)Nc1cccc(NC(=O)c2ccco2)c1
25% | Cc1cc([N+](=O)[O-])c(C)cc1-c1ccc(/C=N/NC(=O)Cn2nnnc2N)o1
-2% | Cc1ccc(N(CC(=O)NCC2CCCO2)C(=O)CCC(=O)Nc2ccccn2)cc1C (stereo not drawn)
4% | CN1CCC2(CC1)CCN(C(=O)c1cccc(F)c1)CC2
-1% | CNC(=S)N(Cc1cc2ccc(OC)cc2[nH]c1=O)CC1CCCO1 (stereo not drawn)
-2% | O=C(CSc1ccccc1C(=O)O)c1ccc([N+](=O)[O-])cc1
1% | CN1CCN(C(=O)c2ccccc2NC(=O)C(C)(C)C)CC1
3% | COC(=O)c1ccc(C(NC(=O)OCc2ccccc2)/C(C)=C/[C@@H](C)C(=O)NCCc2c[nH]c3ccc(OC)cc23)cc1 (stereo partly drawn)
0% | Cc1ccc2c(c1)c(Sc1ccccc1)c(CC(=O)O)n2C
-6% | COc1ccc(OC)c(CN2CCN(Cc3cccc4ccccc34)CC2)c1
-8% | NS(=O)(=O)c1ccc(N=Cc2c(O)c3ccccc3oc2=O)cc1
9% | O=C(/C=C/c1ccc(F)cc1)NCc1cccs1
2% | Cn1cc([N+](=O)[O-])c(C(=O)N/N=C/c2ccc([N+](=O)[O-])cc2)n1
16% | CC(C)(C)N=C1C([N+](=O)[O-])=CC=C2C1=NC1(CCCCC1)N2O
3%[57.5 µM] | CCCCCCN(C(=O)CCCCCN1C(=O)NC(c2ccc(-c3ccccc3)cc2)C(C(=O)OCc2ccccc2)=C1C)C(C(=O)NCCCC)c1ccc(O)c(C(=O)OC)c1 (stereo not drawn)
-4% | Cc1cc(C)c2cc(C=O)c(Cl)nc2c1
7% | CCOC(=O)c1ccc(NC(=O)c2cc(F)c(F)cc2Cl)cc1
2% | COc1ccc(N2CCN(C(=S)NC(=O)c3cccs3)CC2)c([N+](=O)[O-])c1
-12% | CC(C)OC(=O)c1cc2c(=O)[nH]c(C(Cl)(Cl)Cl)nc2o1
1% | O=C(COC(=O)CCC(=O)c1ccc(Cl)cc1)NCc1ccco1
-1% | CCCN1CCC(NC(=S)Nc2ccc(OC)c(OC)c2)CC1
6% | COC(=O)CNc1ccc2c(c1)OCO2
-8% | CNC(=O)c1cc(C(=O)c2ccccc2C(F)(F)F)c[nH]1
4% | C[n+]1c2n(c3ccccc31)N=C(c1ccccc1)CS2
8%[57.5 µM] | COc1cccc(C(=O)/C(C#N)=N/Nc2cccc(-c3ccnc(C)n3)c2)c1
? | CCN1CCN(C(c2ccccc2)c2sc3nc(C)nn3c2O)CC1 (stereo not drawn)
8% | O=C1C2CCCN2C(=O)N1CCCCN1CCN(c2ccc(F)cc2)CC1 (stereo not drawn)
2% | CCOC(=O)c1c(NC(=O)C(=O)N/N=C/c2ccc(O)c(OC)c2)sc2c1CCCCC2
1% | COC(=O)C1=C(N)OC2=C(C(=O)CC(C)(C)C2)C1c1ccccc1OCC#N (stereo not drawn)
4% | CN(C)CC(=O)N1CCc2ccccc2C1
-4% | O=S(N1CCCCC1)C12CC3CC(CC(C3)C1)C2 (stereo not drawn)
13%[57.5 µM] | CC(=O)Nc1ccc(C(=O)OCC(=O)Nc2c(F)cccc2F)cc1
4% | CC(=O)OCn1nnc2ccccc2c1=O
1% | C=CCC(C)(O)CCc1ccccc1 (stereo not drawn)
14%[57.5 µM] | CN(C)c1cccc2c(S(=O)(=O)NCc3ccc(S(N)(=O)=O)cc3)cccc12
-5% | CC1=CC2=NC(=O)/C(=C\c3ccc(-c4cccc(Cl)c4)o3)C(=N)N2O1
5% | CC(C)N(C(=O)CSc1nnc(Cc2csc(Nc3ccccc3)n2)o1)C(C)C
-4% | N#CCC(=O)Nc1ccc(C(=O)OCC(=O)Nc2ccccc2-c2ccccc2)cc1
-11% | C=CCO/N=C/C1=C(O)C(C(=O)OC)C(C)(C)CC1=O (stereo not drawn)
1% | O=C(CN1CCN(S(=O)(=O)c2ccccc2F)CC1)Nc1ccccc1C(=O)c1ccccc1
-1% | COC(=O)c1ccc2c(=O)n(-c3ccccc3F)c(=S)[nH]c2c1
25% | CS(=O)(=O)Nc1ccc(C2=NN(C(=O)c3ccco3)C(c3ccc(F)cc3)C2)cc1 (stereo not drawn)
-18%[57.5 µM] | CSC1=C(C#N)C(=O)NC(c2ccccc2O)S1 (stereo not drawn)
-5% | Cc1cc(/C=C2\C(=N)N3N=C(S(C)(=O)=O)SC3=NC2=O)c(C)n1Cc1ccccc1
? | CCOC(=O)c1sc2nc3c(SCCC(=O)O)cc(C(=O)c4cc(OC)ccc4O)cn3c(=O)c2c1C

An excerpt from above in order of their number in ERK EGF block, falling:
Compound	ERK EGF block
CS(=O)(=O)Nc1ccc(C2=NN(C(=O)c3ccco3)C(c3ccc(F)cc3)C2)cc1 (stereo not drawn)	25%
CCCN(CC(=O)Nc1cc(Cl)ccc1Cl)C(=O)/C=C/c1ccco1	20%
CN1CCN(c2ccccc2NC(=O)C(Cc2ccccc2)n2cccc2)CC1 (stereo not drawn)	8%
COC(=O)CNc1ccc2c(c1)OCO2	6%
CCOC(=O)c1c(NC(=O)C(=O)N/N=C/c2ccc(O)c(OC)c2)sc2c1CCCCC2	2%
CCOC(=O)COC(=O)c1ccc(Oc2cc(C)nc(SC)n2)cc1	-4%
C=CCO/N=C/C1=C(O)C(C(=O)OC)C(C)(C)CC1=O (stereo not drawn)	-11%

Sorted by molar mass (high to low): some entries from above.
ERK EGF block | compound
1% | O=C(CN1CCN(S(=O)(=O)c2ccccc2F)CC1)Nc1ccccc1C(=O)c1ccccc1
-4% | N#CCC(=O)Nc1ccc(C(=O)OCC(=O)Nc2ccccc2-c2ccccc2)cc1
-1% | COC(=O)c1ccc2c(=O)n(-c3ccccc3F)c(=S)[nH]c2c1

The list goes on:
ERK EGF block | compound
-6% | Cc1ccc(C(=O)/C=C\NCc2ccccc2)cc1
13% | N#Cc1ccc(-c2ccc(OCC(=O)NCCc3ccccc3)cc2)cc1
3% | Nc1cc(N2CCCC2)ccc1[N+](=O)[O-]
6%[57.5 µM] | O=C(Cn1cc(CCO)nn1)N1CCNCC1
7% | CSc1nnc(-c2cc(Br)ccc2N=Cc2c(C)[nH]n(-c3ccccc3)c2=O)c(=O)[nH]1
-1% | COc1ccc(/C=N/NC(=O)Cn2cc(C(F)(F)F)ccc2=O)cc1
9% | CCOC(=O)N1CCN(C(=O)CSc2ccc3nnc(-c4cccnc4)n3n2)CC1
-9% | CC(=O)Nc1nc(Cn2nnc(-c3ccc4c(c3)OCO4)n2)nc(N(C)C)n1
-8% | COc1cc2c(cc1OC)C(C)N(C(=S)NC(=O)c1ccccc1)CC2 (stereo not drawn)
? | Cc1nc(SCC(=O)Nc2cc(Cl)ccc2[N+](=O)[O-])nc(C)c1C
0%[57.5 µM] | Cc1ccc(CSCC(=O)N2CCCC2)cc1
-1% | COC(=O)c1cc(=O)c2c(C)nc(C(Cl)(Cl)Cl)nc2[nH]1
-6% | COc1cccc(CN2CCN(Cc3ccc(C)o3)CC2CCO)c1 (stereo not drawn)
-15% | Cn1nc(-c2ccccc2)c(CO)c1Oc1cccc(C(F)(F)F)c1
-10%[57.5 µM] | COc1ccc(-c2nc(N)nc(C(F)(F)F)c2-c2csc(C)n2)c(O)c1
2% | CCOC(=O)c1sc(=NC(=O)COc2ccc(Cl)cc2)n(C)c1C
2% | CCc1ccc(-c2csc3ncn(CC)c(=O)c23)cc1
-2% | CCC(CO)NCc1ccc(-c2ccccc2)cc1 (stereo not drawn)
25% | CCOC(=O)Cn1c(=O)oc2ccc(C)cc21
-5% | O=C(Nc1ccc(Cl)cc1F)c1cc(S(=O)(=O)N2CCCCC2)ccc1F
-1%&1% | CC(C)(C)[C@]1(O)CCN2CC3c4ccccc4CCc4cccc(c43)[C@@H]2C1 (stereo partly drawn)
2% | COc1ccc(N(C(=O)Cc2cccs2)C(C(=O)NC2CCCCC2)c2cccn2C)cc1OC (stereo not drawn)
? | CS(=O)(=O)N1CCC2(CCCN(C(c3ccccc3)c3ccccc3)C2)CC1
-2% | O=C1c2cccc([N+](=O)[O-])c2C(=O)N1c1ccccc1
7% | COc1ccccc1NC(=O)NCCCl
4%[57.5 µM] | Cc1n[nH]c(C)c1CCC(=O)N/N=C/c1c[nH]c2ccccc12
-2% | Cc1cc(C)c(C(=O)CN2C(=O)NC3(CCCCCC3)C2=O)cc1C
4% | CC1=NN(C(=O)COc2ccc(C)c(C)c2)C(O)(c2ccccc2)C1 (stereo not drawn)
20% | C/C(CC(=O)Nc1ccccn1)=N\NC(=O)c1cccc(C)c1
-2% | CC(C)(C)c1ccc(/C=N/NC(=S)NCc2ccccc2)cc1
4% | Cc1ccc(NC(=O)C2c3ccccc3Oc3ccccc32)nc1
-1% | O=C(Nc1ccccc1-c1ccccc1)NC1CCN(C(=O)N2CCOCC2)CC1
-18%[57.5 µM] | COC(C[C@H]1O[C@H]1[C@H](O)[C@@H](C)OCc1ccccc1)OC
-4% | Oc1ccc(-c2[nH]ncc2-c2nc3ccccc3s2)c(O)c1
-10%[57.5 µM] | COC(=O)c1scc(S(=O)(=O)C(C)(C)C)c1N
2% | Cc1cccc(NC(=S)N2CCC(C(N)=O)(N3CCCCC3)CC2)c1C
7% | O=C(C1=NN(c2ccccc2)C2C(=O)N(c3ccc(Cl)cc3)C(=O)C12)c1ccccc1 (stereo not drawn)
4% | COc1cc(C(N)=O)cc(Cl)c1OCc1ccccc1
-1% | COc1ccc(C(=O)CSc2nnc(CN3CCCC3)n2-c2ccc(F)cc2)c(OC)c1
6% | CN(C)S(=O)(=O)c1cc(NC(=O)[C@H](Cc2ccccc2)N2C(=O)c3ccccc3C2=O)ccc1Cl
-18% | CCn1cc(C(=O)OC)c(=O)c2cc(S(=O)(=O)N(C)C3CCCCC3)ccc21
? | Cn1c(SCC(=O)N/N=C/c2ccc([N+](=O)[O-])s2)nnc1-c1ccc(Cl)cc1
10% | C=CCNC(=O)NC(=O)COC(=O)c1nc2nccc(C)n2n1
-5% | O=C(Nc1ccc2c3c(cccc13)CC2)c1cccc([N+](=O)[O-])c1
-9%[57.5 µM] | CC(C)NC(=O)c1ccc2c3n(nc2c1)-c1ccccc1CO3
-4% | COc1ccc(NC(=O)C(=O)NCCN2CCN(C(=O)c3ccco3)CC2)cc1
-1%[57.5 µM] | CN(Cc1nccs1)C(=O)CC1C(=O)NCCN1Cc1ccc(-c2ccccc2)cc1 (stereo not drawn)
-10%[57.5 µM] | CCCc1nnc(NC(=O)C(=O)NCCN(C)C)s1
-3% | C/C(=N\OC(=O)c1ccc(Br)cc1)c1ccccn1
1% | Cc1cccc(N=C2NC(=O)S/C2=C\c2ccco2)c1
-2% | CN(Cc1ccccc1)C(=O)COC(=O)C1=NNC(=O)CC1

This is a subset, so the mix of outcomes need not match the whole.
